# Screening results: PubChem BioAssay, The Scripps Research Institute Molecular Screening Center
# PAD4 inh: blocks human protein arginine deiminase 4 | Q9UM07 | recombinant PAD4, RCA probe fluorescence polarization | inhibition, % at 6.36 µM | 330,000 tested, 0.41% active;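 active = percent inhibition above a cutoff equal to the mean of all tested compounds plus 3 SD, cut at about 15% in these data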;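 note: 0% = PAD4 with RCA probe and DMSO and 100% = probe without PAD4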
# Target sequence (Q9UM07 whole entry, looked up): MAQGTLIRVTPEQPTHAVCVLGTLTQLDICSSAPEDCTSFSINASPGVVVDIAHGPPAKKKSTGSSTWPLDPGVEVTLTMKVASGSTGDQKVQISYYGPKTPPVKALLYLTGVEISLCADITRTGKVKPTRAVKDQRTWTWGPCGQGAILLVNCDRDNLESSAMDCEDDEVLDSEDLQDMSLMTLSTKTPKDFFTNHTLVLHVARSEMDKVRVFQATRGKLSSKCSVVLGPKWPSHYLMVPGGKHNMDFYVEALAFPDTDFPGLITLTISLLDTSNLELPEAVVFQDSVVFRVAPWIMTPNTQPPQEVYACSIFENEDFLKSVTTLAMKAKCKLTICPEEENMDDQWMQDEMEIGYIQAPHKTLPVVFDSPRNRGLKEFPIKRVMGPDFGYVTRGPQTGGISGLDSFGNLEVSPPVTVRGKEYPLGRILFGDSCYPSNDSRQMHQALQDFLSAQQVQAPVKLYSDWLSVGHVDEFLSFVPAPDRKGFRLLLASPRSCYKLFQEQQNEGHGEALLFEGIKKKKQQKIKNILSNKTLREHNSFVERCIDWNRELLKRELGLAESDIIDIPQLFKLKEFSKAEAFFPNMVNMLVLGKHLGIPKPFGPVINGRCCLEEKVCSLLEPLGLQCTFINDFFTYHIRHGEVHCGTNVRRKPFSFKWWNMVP
# PREPL inhibitor: inhibits the human prolyl oligopeptidase-like enzyme | Q4J6C6 | recombinant PREPL, fluorescence polarization activity-based probe | inhibition, % at 5.96 µM | 320,000 tested, 0.68% active | AID 2751; in the data active = inhibition above about 43%;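 note: 0% = enzyme with DMSO and 100% = wells lacking enzyme; many of its hits are not listed in these tables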
# PAFAH2 FP inh: inhibitors of human PAFAH2; Q99487; recombinant PAFAH2, FP-rhodamine activity probe, fluorescence polarization; 340,000 tested, 0.99% active; inhibition, % at 3.39 µM;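 active = inhibition above the mean over all tested compounds plus 3 SD, cut at about 30% in these data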;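 note: inhibitors block probe labeling of enzyme so polarization drops; 0% = enzyme with DMSO and 100% = wells lacking PAFAH2 protein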
# LYPLA2 counter: counter-screen for PME1 inhibitors: inhibitors of human LYPLA2; O95372; recombinant LYPLA2, FP-Rh probe fluorescence polarization; inhibition, % at 5.9 µM; 320,000 tested, 0.38% active; AID 2177;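 active = inhibition above the screen-wide mean plus 3 SD, limit set per campaign, cut at about 26% in these data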;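 note: 0% = LYPLA2 with DMSO and 100% = wells lacking LYPLA2 enzyme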
# GSTO1 counter: blocks human GSTO1 in RBBP9 counter-screen. recombinant GSTO1, activity-based probe fluorescence polarization. 300,000 tested, 1.1% active. AID 1974. P78417. inhibition, % at 5.96 µM;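 active = inhibition above the campaign mean inhibition plus 3 SD, cut at about 35% in these data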;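 note: 0% = GSTO1-1 with DMSO and 100% = wells lacking GSTO1-1 enzyme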
# ZTA DNA inh: blocks Epstein-Barr virus ZTA, an EBNA-1 counter-screen; P03206; ZTA-DNA binding, fluorescence polarization; inhibition, % at 11 µM; 320,000 tested, 0.15% active; in the data active = inhibition above about 33%
# EBNA-1 inh: blocks EBNA-1 binding to DNA; EBNA-1 DNA binding, fluorescence polarization; inhibition, % at 14.8 µM; 300,000 tested, 0.34% active; AID 1950; in the data active = inhibition above about 28%
# PAFAH1B3 inh: PAFAH1B3 (human) inhibition. inhibition, % at 3.39 µM. 340,000 tested, 0.28% active. recombinant PAFAH1B3, FP-rhodamine probe, fluorescence polarization. Q15102;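 active = inhibition above the screen-wide average of all tested compounds plus 3 SD, cut at about 25% in these data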;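 note: 0% = enzyme with DMSO only and 100% = wells lacking PAFAH1B3 protein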
# LYPLA1 counter: LYPLA1 (human) inhibition in PME1 counter-screen. recombinant LYPLA1, FP-Rh probe fluorescence polarization. inhibition, % at 5.9 µM. 320,000 tested, 0.16% active. AID 2174;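 active = inhibition above the mean of all tested compounds plus 3 SD, set per campaign, cut at about 14% in these data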;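 note: inhibitors block serine hydrolase probe labeling of LYPLA1 so polarization falls; 0% = enzyme with DMSO and 100% = wells lacking LYPLA1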
# Target sequence (O75608 whole entry, looked up): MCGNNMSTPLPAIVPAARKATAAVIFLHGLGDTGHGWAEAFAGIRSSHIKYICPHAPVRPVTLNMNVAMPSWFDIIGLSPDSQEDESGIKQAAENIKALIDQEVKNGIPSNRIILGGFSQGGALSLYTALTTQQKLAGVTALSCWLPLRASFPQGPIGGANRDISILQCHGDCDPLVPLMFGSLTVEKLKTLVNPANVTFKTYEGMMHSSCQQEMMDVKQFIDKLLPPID
# The depositor's hits bear a star; / = no result given. A portion of the library. The share of hits here may be higher or lower than overall.
# Start of the data: the first six records as a preview:
SMILES,PAD4 inh,PREPL inhibitor,PAFAH2 FP inh,LYPLA2 counter,GSTO1 counter,ZTA DNA inh,EBNA-1 inh,PAFAH1B3 inh,LYPLA1 counter
COc1cccc(C(=O)C2CCCN(Cc3ccc4nsnc4c3)C2)c1 (configuration not stated),-3,-17,-5,8,5,-4,-12,8,1
CCCCC1(CN2CCCC2=O)C(=O)NC(=O)NC1=O,1,-1,4,3,6,18,-3,8,-1
O=C(N/N=C/c1c(O)n(Cc2ccccc2)c(=O)[nH]c1=O)c1ccncc1,-1,2,/,5,-1,10,6,/,-1
Cc1ccc(/C=C2\C(=O)NC(=O)N(CCc3ccc(F)cc3)C2=O)o1,-18,2,16,-6,11,6,-3,-3,-5
CCOCCN1CCC(OC(C)=O)C(C)C1 (configuration not stated),-2,-6,-1,-5,-6,-8,-15,4,-1
CCOC(=O)c1c(/N=C/C2C(=O)NC(=S)NC2=O)sc2c1CCC2,-1,-8,/,-2,-9,20,7,/,-2

# This part in full (from the top)
SMILES,PAD4 inh,PREPL inhibitor,PAFAH2 FP inh,LYPLA2 counter,GSTO1 counter,ZTA DNA inh,EBNA-1 inh,PAFAH1B3 inh,LYPLA1 counter
COc1cccc(C(=O)C2CCCN(Cc3ccc4nsnc4c3)C2)c1 (configuration not stated),-3,-17,-5,8,5,-4,-12,8,1
CCCCC1(CN2CCCC2=O)C(=O)NC(=O)NC1=O,1,-1,4,3,6,18,-3,8,-1
O=C(N/N=C/c1c(O)n(Cc2ccccc2)c(=O)[nH]c1=O)c1ccncc1,-1,2,/,5,-1,10,6,/,-1
Cc1ccc(/C=C2\C(=O)NC(=O)N(CCc3ccc(F)cc3)C2=O)o1,-18,2,16,-6,11,6,-3,-3,-5
CCOCCN1CCC(OC(C)=O)C(C)C1 (configuration not stated),-2,-6,-1,-5,-6,-8,-15,4,-1
CCOC(=O)c1c(/N=C/C2C(=O)NC(=S)NC2=O)sc2c1CCC2,-1,-8,/,-2,-9,20,7,/,-2
CCC[N+]12CCC(CC1)C(=C(c1ccccc1)c1ccccc1)C2,1,10,-12,0,6,7,6,10,-1
CN1C(=O)N(C)C(=O)C2(Cc3cc([N+](=O)[O-])ccc3N3CCN(C(=O)c4ccccc4)CC32)C1=O (configuration not stated),0,3,5,3,4,-10,-7,2,-1
CCCNC(=O)N1[C@H]2CC[C@@H]1C(C(=O)OC)=C(c1ccc(Cl)c(C(F)(F)F)c1)C2,-6,7,-17,0,/,-7,/,12,-1
CN1CCN(C(=O)Cc2ccccc2)CC1,2,-2,2,13,0,6,8,7,4
O=c1[nH]c(=S)n(-c2ccccc2F)c(O)c1C=NCc1ccco1,0,-8,2,2,-4,1,-5,4,1
CC(=O)C1(c2ccccc2)CCNCC1,-7,-3,5,3,3,-14,-3,12,0
Cc1cccnc1-n1c(CN2C(=O)c3ccccc3C2=O)nc2ccccc2c1=O,-3,-3,0,1,-6,-5,-17,-2,-3
CCCCn1c(O)c(C(C)=NCCN2CCCCC2)c(=O)[nH]c1=O,-5,8,-6,0,-5,12,6,-4,1
Fc1ccc(C[n+]2c(-c3ccccc3)cc(-c3ccccc3)cc2-c2ccccc2)cc1,0,42,/,7,3,-8,-1,/,0
COc1ccc(CC(C)NC2CCCCCC2)cc1 (configuration not stated),4,-3,-1,-1,8,-29,-7,12,-1
Cc1ccc(C2=NCC(=O)Nc3ccc(Br)cc32)cc1,-6,-16,2,7,0,27,3,8,-1
O=C(COc1ccc(Cl)cc1Cl)N1CCN(C/C=C/c2ccccc2)CC1,-3,-18,-4,76*,14,14,2,-5,13
CC(=O)c1c(O)n(-c2cccc(Cl)c2)c(=O)[nH]c1=O (tested in a mixture with another compound),-3,5,3,-2,-1,-2,1,0,1
Cc1cnc[nH]1,-3,2,4,2,/,-13,/,6,2
ClCCNc1nc2ccc(Cl)cc2[nH]1,-5,-5,10,6,17,-12,-12,4,2
CC(Cc1ccccc1)NC(=O)C(c1ccc(N)cc1)c1ccc(N)cc1 (configuration not stated),-3,50*,8,-6,4,1,5,9,4
CCOc1ccccc1N1C(=O)NC(=O)/C(=C/c2ccc3c4c(cccc24)CC3)C1=O,-1,2,13,-6,9,0,7,-1,-6
CC1(C)CN=C(NCc2ccccc2Cl)S1,-7,2,-3,3,0,-18,-14,-1,-2
CN1C(=O)NC(=O)C2(Cc3ccccc3N3CCOCC32)C1=O (configuration not stated),-1,5,-2,2,8,-17,3,-2,-3
COc1cccc(N2C(=O)NC(=O)/C(=C/c3ccc4c(c3)Cc3ccccc3-4)C2=O)c1,2,-12,12,2,24,13,9,7,-5
CC(=O)c1cn(Cc2ccc(C#N)cc2)c2ccccc12,-5,-3,3,4,0,13,4,6,-1
CCCCP(=O)(O)c1ccccc1,0,2,-1,-2,2,3,8,-6,-2
CC(C)(C)C(=O)Cn1c(NCCCl)nc2ccccc21,-10,6,3,-3,1,-1,-14,6,1
Cc1ccc(S(=O)(=O)CC(=O)c2cc(C)c(OC(=O)N(C)C)c(C)c2)cc1,-2,-1,0,8,3,-24,-2,4,1
Cc1cc(N(CCCl)CCCl)ccc1/C=N/N=C(\N)c1cnccn1,1,14,6,3,7,10,7,10,1
Oc1c(Br)cc(Br)cc1Br,0,12,1,1,/,-11,/,2,1
CC12CN3CC(C)(CN(C1)C31CCSCC1)C2=O,1,-7,6,4,1,7,11,-4,-1
CN1C[C@H](CO)C=C2c3cccc4[nH]cc(c34)C[C@H]21,0,42,5,-2,18,-5,-12,9,1
C/C=C1/C[C@@H](C)[C@](O)(CO)C(=O)OCC2=CCN3CC[C@@H](OC1=O)[C@@H]23,-1,1,-11,3,6,3,-6,0,-5
O=C(CN1CCOCC1)c1cccc2ccccc12,0,-9,-3,2,1,-3,-14,9,1
Cc1cc(/C=C2\C(=O)NC(=O)N(Cc3ccco3)C2=O)c(C)n1-c1ccc(O)cc1,-4,7,14,-5,-7,3,3,6,-3
CN(c1ccccc1)c1ccc([N+](=O)[O-])c2nonc12,-3,14,-15,-6,17,-12,-6,-5,-2
Cc1cccc(NC(=O)C(C)N2CC=C(c3ccccc3)CC2)c1 (configuration not stated),1,-17,-15,0,6,-9,-1,5,1
CC12CN3CC(c4ccccc4)(CN(C1)C31CCCCC1)C2=O,0,-78,-7,3,0,-28,3,0,0
C[N+](C)(C)CCc1ccc(O)cc1,4,-2,3,4,-3,-18,-8,5,1
O=C1CN=C(c2ccccc2)c2c(sc3c2CCCC3)N1,-1,-19,-3,-3,-6,-1,4,4,-5
O=c1[nH]c(=O)n(Cc2ccccc2)c(O)c1C=NCCCO,1,-5,2,-2,2,-1,-1,-3,-3
CC1=NCCc2c1[nH]c1cc(O)ccc21,-1,51*,5,4,12,15,-7,7,7
O=C(c1ccccc1F)c1cn(CC(=O)N2CCCCC2)c2ccccc12,-4,3,-1,1,4,-4,-8,7,-1
Cc1ccccc1N1CCN(C2CCCN(C(=O)COc3ccccc3)C2)CC1 (configuration not stated),-3,-20,-2,8,-1,1,-7,-2,3
OCCOc1ccccc1,-4,1,2,2,2,3,15,4,2
CCC(=NCc1cc(OC)cc(OC)c1)c1c(O)n(C)c(=O)n(C)c1=O,1,17,3,-2,2,-4,-11,3,0
CCOC(=O)[C@@H]1[C@H]2COc3ccc(Br)cc3[C@@H]2N2C(=O)N(c3cccc(C)c3)C(=O)[C@]12C,-2,-38,-3,-4,3,13,5,9,-3
CCOP(=O)(C#CC(C)(C)C)C(O)(c1ccccc1)C(F)(F)F (configuration not stated),1,8,3,6,8,-5,2,4,3
CNc1ccc2nc3ccccc3[n+](C)c2c1,108*,98*,108*,117*,101*,83*,45*,100*,103*
O=C1Nc2ccc(Br)cc2C(c2ccccc2Cl)=NC1O (configuration not stated),-1,-6,3,2,-1,-7,-20,4,-2
CC1(C)C2([N+](=O)[O-])CN3CC1([N+](=O)[O-])CN(C2)C3c1ccccn1 (configuration not stated),5,2,0,1,-1,14,1,1,3
CN1CCN(c2nc3ccccn3c(=O)c2C=C2C(=O)N(C)C(=O)N(C)C2=O)CC1,-1,1,-6,3,2,-11,6,2,4
Cc1cc(=O)[nH]c(SCc2nc3ccccc3c(=O)n2-c2ccccc2C)n1,-6,-1,7,1,2,0,2,3,1
CC1CCC(C)(NS(=O)(=O)OCC(Cl)(Cl)Cl)CC1 (configuration not stated),-4,8,9,-1,7,5,9,7,1
CC(C)(C)c1ccc(CSc2cnn(C(C)(C)C)c(=O)c2Cl)cc1,-1,5,1,-3,-2,-10,-21,2,0
CN1C(=O)C(=Cc2ccc(SC3CCCCC3)o2)C(=O)N(C)C1=O,2,4,30*,-3,7,-4,-4,-2,-5
COC(=O)C1=C(c2cc3ccccc3o2)C[C@@H]2CC[C@H]1N2C(=O)N1CCCC1,-5,2,-2,1,-3,0,-3,14,-3
Cn1c(=O)c2c(nc(N/N=C/c3c(O)n(-c4ccccc4)c(=S)[nH]c3=O)n2C)n(C)c1=O,-6,16,2,-4,8,-7,6,9,-3
O=C(O)CCn1cc(C=C2C(=O)NC(=S)NC2=O)c(-c2cccc(Cl)c2)n1,-1,-4,-3,-4,-4,19,-8,-1,-6
CN(C(=O)Oc1cccc2cccnc12)c1ccccc1,-2,15,8,4,8,3,-4,10,0
COC(=O)C1=C(c2ccc(F)cc2OCc2ccccc2)C[C@@H]2CC[C@H]1N2C,0,6,0,0,/,-7,/,5,-2

# Single records, as listed above:
# Shown for `OCCOc1ccccc1` : PAD4 inh = -4; PREPL inhibitor = 1; PAFAH2 FP inh = 2; LYPLA2 counter = 2; GSTO1 counter = 2; ZTA DNA inh = 3; EBNA-1 inh = 15; PAFAH1B3 inh = 4; LYPLA1 counter = 2
# Shown for `CC(C)(C)c1ccc(CSc2cnn(C(C)(C)C)c(=O)c2Cl)cc1` : PAD4 inh = -1; PREPL inhibitor = 5; PAFAH2 FP inh = 1; LYPLA2 counter = -3; GSTO1 counter = -2; ZTA DNA inh = -10; EBNA-1 inh = -21; PAFAH1B3 inh = 2; LYPLA1 counter = 0
# Shown for `O=C(O)CCn1cc(C=C2C(=O)NC(=S)NC2=O)c(-c2cccc(Cl)c2)n1` : PAD4 inh = -1; PREPL inhibitor = -4; PAFAH2 FP inh = -3; LYPLA2 counter = -4; GSTO1 counter = -4; ZTA DNA inh = 19; EBNA-1 inh = -8; PAFAH1B3 inh = -1; LYPLA1 counter = -6

# 2 neighbouring compounds out of the list so far, for reference:
SMILES,PAD4 inh,PREPL inhibitor,PAFAH2 FP inh,LYPLA2 counter,GSTO1 counter,ZTA DNA inh,EBNA-1 inh,PAFAH1B3 inh,LYPLA1 counter
CN(C(=O)Oc1cccc2cccnc12)c1ccccc1,-2,15,8,4,8,3,-4,10,0
COC(=O)C1=C(c2ccc(F)cc2OCc2ccccc2)C[C@@H]2CC[C@H]1N2C,0,6,0,0,/,-7,/,5,-2
